# High-throughput results as filed in PubChem.
# Dynein transport: dynein cargo transport inhibition; hit rate 0.47% among 220,000; z-score, hits read low; 3617.4 mouse cells, GR-EGFP nuclear translocation imaging; test concentration mostly 20 µM; stimulated with dexamethasone, 1 µM; hits give low values;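 active = plate z-score of nuclear minus cytoplasmic receptor signal below a set negative limit, without overly bright fluorescence or cell loss, cut at about -3.5 in these data, passing the limit was not always enough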;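 note: z-score of nuclear minus cytoplasmic ring GR-EGFP intensity difference per well; some compounds called inactive have numbers as strong as hits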
#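 Also added: dexamethasone, 1.0 µM final. Medium: tet-free, stripped-serum medium. Detection: fixed, Hoechst-stained cells imaged at 10x for EGFP. Read-out: nuclear-to-cytoplasmic GR-EGFP distribution per well. Times: induction 48 h, compound 1 h, agonist 30 min.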
# MT stabilizer: microtubule stabilization, imaging screen | HeLa tubulin immunostaining HCS, 24 h; share of cells brighter than vehicle mean+2SD | hit rate 0.83% among 200,000 | % tubulin-high responders, % at 10 µM;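 active = plate Z-score above 3 for both tubulin-high and condensed-nucleus cell shares, with cell loss under 80%, at 10 µM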;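 note: anti alpha tubulin signal scored within the nucleus-defined area of each cell; some results filed as inactive read as strong as hits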
# CSM14.1 death rescue: protection against thapsigargin-triggered cell killing – 384-well, CSM14.1, ATP luminescence, primary screen (AID 1222); CSM14.1 thapsigargin-induced death rescue, ATP luminescence; higher % means a stronger effect; one-dose cellular ATP content (survival), % at 20 µM; EC50 in µM for titrated hits; 190,000 tested, under 10 active;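 active = EC50 below 50 µM in the dose-response confirmation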;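 note: death triggered by thapsigargin at about 15 µM added after 2 h compound pretreatment; cell ATP read after overnight thapsigargin exposure of roughly 18 to 22 hours; normalized against plate controls of thapsigargin alone and 5% DMSO vehicle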
# Insulin prom up: MIN6 insulin promoter up-regulation | MIN6 insulin promoter-GFP reporter, high-content imaging; hits give high values | hit rate 0.3% among 190,000 | z-score at 5 µM;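 active = z-score above 3 at 5 µM with at least 500 cells counted in the well; inconclusive = wells under 500 cells, flagged as cytotoxic or low count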
# K1F lysis inhibition: inhibition of K1F phage lysis, E. coli UTI89, bacterial capsule biogenesis inhibitors, alamar blue (AID 488966) | E. coli UTI89 K1F phage lysis, alamar blue, 2 h; higher % means a stronger effect | inhibition, % at 100 µM, or IC50 in µM where a hit was titrated | hit rate 0.02% among 340,000;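 active = phage lysis inhibition, versus mean bacterial control, above a set limit; inconclusive = no clear call, values can overlap the other calls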;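 note: capsule biogenesis inhibitors block K1F phage lysis so surviving cells raise fluorescence; higher fluorescence means more inhibition of phage lysis; actives were called in the ten point dose series up to 300 µM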
# b-catenin transl: beta-catenin nuclear translocation modulation; HeLa beta-catenin nuclear translocation, immunofluorescence imaging; nuclear translocation activity, % at 5 µM; hit rate 0.3% among 190,000;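 active = nuclear translocation activity above 50% at 5 µM, with a well cell count of 50 or more; inconclusive = wells under 50 cells across six images, flagged as toxic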;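 note: per-cell ratio of nuclear to cytoplasmic median beta-catenin stain intensity; plate controls were DMSO negative control for no effect and GSK-3 inhibitor IX positive control for full effect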
#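 System: HeLa cells, endogenous beta-catenin; compound dosing: 5 µM primary single dose, 0.1% DMSO, 0.02–20 µM confirmation series; incubation: 24 h compound exposure at 37°C, 5% CO2; signal: beta-catenin immunofluorescence imaging with DAPI; evaluation: % activation, nuclear-to-cytoplasmic median beta-catenin signal ratio per cell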
# P. falciparum M17LAP: P. falciparum M17LAP inhibitors, primary screen, biochemical, fluorogenic H-Leu-NHMec substrate, 1536-well (AID 1619) | recombinant M17LAP, H-Leu-NHMec fluorogenic kinetic assay; higher % means a stronger effect | one-dose inhibition, % at 30 µM; IC50 in µM for titrated hits | hit rate 0.38% among 220,000;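 active = compound inhibiting the enzyme by more than half at any dose during confirmatory dose-response retesting; inconclusive = strong single-dose inhibitors picked by rank but not retested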;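 note: plate controls were full reaction with DMSO carrier for no effect and no enzyme background for full effect; strong numbers were not always called active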
# M1AAP inhibition: P. falciparum M1AAP inhibitors, biochemical, fluorogenic H-Leu-NHMec substrate, 1536-well (AID 1445); recombinant M1AAP, H-Leu-NHMec fluorogenic kinetic assay; higher % means a stronger effect; inhibition, % at 30 µM; hits with a dose series show IC50 in µM; hit rate 0.42% among 220,000;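 active = primary inhibition above the hit cutoff, then over 50% inhibition at one or more dose response concentrations, cut at about 23% in these data, passing the limit was not always enough; inconclusive = conflicting primary data, or primary hits not chosen for dose response; inactive = low primary inhibition, or under 50% at every dose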;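 note: plate controls were DMSO full reaction for no effect and no enzyme background for full effect; strong numbers were not always called active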
# Autophagy HCS: modulators of autophagy; AID 463193; hit rate 0.98% among 190,000; calls only at 10 µM (by protocol); MEF GFP-LC3 puncta imaging; test concentration mostly 10 µM;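 active = percentage of spot-positive cells more than 3 SD above its plate mean, without a fluorescence outlier flag or 80% toxicity; inconclusive = no clear call, values can overlap the other calls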;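 note: spot-positive cell cutoff set from DMSO-treated cells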
# Dynein transport cytoplasmic EGFP: recorded beside Dynein transport, whose call it bears; z-score; measured here: cytoplasmic GR-EGFP intensity; hits give high values
# Dynein transport nuclear GR-EGFP: further read-out of Dynein transport, marked with its call; z-score; measured here: nuclear GR-EGFP intensity;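 lower value marks the stronger effect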
# Dynein transport cell count: recorded beside Dynein transport, whose call it bears; z-score; measured here: cell count per field
# Insulin prom up cell count: also measured in Insulin prom up; calls as there; cell count; measured here: cytotoxicity, nuclei count;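 total cells summed across four imaged fields per well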
# b-catenin transl cell count 5 µM: further read-out of b-catenin transl, marked with its call; cell count; measured here: cell count, cytotoxicity flag
# MT stabilizer Hoechst-high %: further read-out of MT stabilizer, marked with its call; % Hoechst-high responders; measured here: nuclear condensation Hoechst responders;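 share of cells brighter than vehicle mean plus two SD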
# MT stabilizer cytotoxicity %: further read-out of MT stabilizer, marked with its call; toxicity, %; measured here: cytotoxicity by cell density;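 0% = mean cell density of plate MIN control wells and 100% = no cells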
# Autophagy HCS cell loss 18 h: also measured in Autophagy HCS; calls as there; toxicity, %; measured here: cell loss, nuclei count;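 cell loss after 18 h compound exposure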
# * hit, by the source's call; i = inactive; ? = inconclusive; . = no result given; [ ] = another dose, or the depositor's remark.
nr	Structure	Dynein transport	Dynein transport cytoplasmic EGFP	Dynein transport nuclear GR-EGFP	Dynein transport cell count	MT stabilizer	MT stabilizer Hoechst-high %	MT stabilizer cytotoxicity %	CSM14.1 death rescue	Insulin prom up	Insulin prom up cell count	K1F lysis inhibition	b-catenin transl	b-catenin transl cell count 5 µM	P. falciparum M17LAP	M1AAP inhibition	Autophagy HCS	Autophagy HCS cell loss 18 h
1	CC(=O)c1nn(-c2cccc(Br)c2)cc1C(=O)c1cccc2ccccc12	1.7	-0.26	1.1	-0.96	2.8	2.0	7.2	-0.5%	0.81	990	0.1%	1.7	1142	-2%	4%	i	-10
2	Cc1ccccc1OCCCC(=O)Nc1ccc(N2CCOCC2)cc1	0.2	-0.28	0.74	-0.25	1.8	1.6	9.6	2.6%	0.36	1330	4.3%	-9.6	986	17%	0%	i	-45
3	O=C(CCC1CCCN(C(=O)c2ccco2)C1)NCc1ccccc1F (stereo unspecified)	-1.1	-0.17	-0.39	0.77	8.0	6.3	6.6	-0.5%	-0.36	1388	-0.2%	-1.2	1023	-4%	-1%	i	22
4	COc1ccc(N(CC(=O)NCc2ccccc2C)S(=O)(=O)c2ccccc2[N+](=O)[O-])c(OC)c1	-0.66	-0.0037	0.12	-0.84	3.4	1.8	9.0	5.3%	-0.88	1582	-2.0%	-2.8	986	6%	-2%	i	-6
5	COC(=O)Cn1c(=NC(=O)c2cc(-c3cccs3)nc3ccccc23)sc2cc(S(N)(=O)=O)ccc21	-0.76	0.66	-0.54	0.54	4.7	3.4	5.2	11%	-1.2	1237	0.9%[50 µM]	-1.9	959	-2%	29%	i	2
6	CCN(CC)C(=O)CSc1nc2ccccc2c(=O)n1CCC(=O)N1CCN(c2ccccc2)CC1	-0.5	-0.26	-0.14	0.67	3.4	1.3	8.3	-2.1%	.	.	4.0%	4.3	592	2%	2%	i	-26
7	O=C(OCC(=O)c1ccc[nH]1)c1ccc(S(=O)(=O)N2CCCCCC2)cc1	-0.16	-0.17	0.76	0.3	3.8	2.4	7.5	0.3%	0.29	1453	0.0%	-2.5	883	2%	0%	i	-33
8	O=C(NNC(=O)C1C2CCC(C2)C1C(=O)O)c1ccc(Cl)cc1 (stereo unspecified)	-0.17	0.1	0.19	-0.054	1.7	1.1	3.6	-0.3%	0.38	1495	-2.9%	-0.2	1507	34%	0%	i	-7
9	Cc1nc(SCc2ccccc2)c2ccsc2n1	-0.16	-0.37	0.18	0.82	3.0	2.0	0.2	-1.1%	-0.28	1347	0.4%	-1.6	1104	-4%	2%	i	33
10	C/C(=N\NC(=O)CSc1nc(C)[nH]c1[N+](=O)[O-])c1ccc(F)cc1	1.7	-0.21	0.79	-1	.	.	.	.	0.31	1379	0.8%	-5.0	1117	0%	18%	.	.
11	Cc1nn(-c2ccccc2)c(Cl)c1C(=O)NCCCCNC(=O)c1c(C)nn(-c2ccccc2)c1Cl	-0.65	-0.053	-0.42	0.81	2.0	2.6	8.2	1.7%	-0.87	936	0.0%	-4.2	1214	-3%	12%	i	-6
12	CC(=O)c1cc(C#N)c(N2CC(C)OC(C)C2)nc1C (stereo unspecified)	-0.24	-0.25	0.61	-0.33	4.5	2.7	7.9	-0.5%	-0.07	1563	i	-0.9	986	-1%	4%	i	17
13	CC(=O)NC(Nc1nc2c(s1)CCCC2)(C(F)(F)F)C(F)(F)F	-0.38	-0.27	0.32	0.59	1.8	1.9	6.6	-0.4%	-0.53	1294	1.2%	4.3	561	9%	-2%	i	5
14	O=C(NCc1cccs1)c1cc(-c2ccccc2)on1	0.53	0.46	0.49	0.26	2.1	1.7	1.0	2.8%	0.26	1311	3.3%	-1.7	1088	2%	8%	i	-1
15	Cc1ccc(C)n1-c1ccc(C#N)cn1	0.69	-0.36	0.17	-0.21	2.6	2.5	5.2	.	-0.46	1133	-0.1%	3.1	1035	-2%	-9%	i	-6
16	O=C(c1sccc1Br)N1CCN(Cc2ccc3c(c2)OCO3)CC1	-0.94	0.35	-0.37	0.7	.	.	.	.	-1.2	1373	0.2%	2.1	1269	4%	0%	.	.
17	NCCSSCCN	-1.1	-0.78	-0.35	0.2	.	.	.	.	-0.38	962	2.8%	-1.2	1256	0%	6%	.	.
18	C=CCN1C(=O)/C(=C\c2cccs2)C(C(=O)OC)=C1C	2.5	-0.26	0.77	-0.96	1.6	1.4	12	-1.3%	0.3	803	0.5%	.	.	7%	-2%	i	3
19	N=c1c2c(n(Cc3ccc(Br)cc3)c3c1CCC3)CCCC2	1.5	-0.14	0.44	-1.1	3.3	2.0	12	0.9%	?	.	0.2%	-2.4	481	-10%	1%	i	5
20	CC(=O)c1c(C)nn(CC(O)COc2ccc3c(c2)CCC3)c1C (stereo unspecified)	-0.51	-0.23	-0.21	0.94	1.3	2.0	9.2	-0.8%	-0.18	1842	0.5%[50 µM]	1.1	1096	11%	-4%	i	8
21	COc1ccc(C(=O)Nc2ccc(S(=O)(=O)Nc3onc(C)c3C)cc2)cc1	-0.71	0.5	0.15	1.1	2.5	0.8	23	.	-0.1	1205	-0.1%	0.5	1060	1%	21%	i	-3
22	CCOc1ccc(C(=O)OCC(=O)Nc2cc(C)on2)cc1OCC	0.23	0.089	0.31	-0.033	1.5	2.0	12	-1.1%	0.61	758	4.8%	-4.9	1064	0%	0%	i	-4
23	C/C(=N\NC(=S)NCCc1ccccc1)c1cccc(Br)c1	0.12	-0.24	0.51	-0.12	2.7	1.4	2.7	-2.0%	0.03	1472	-0.4%	-0.8	1060	-2%	2%	i	52
24	COc1cc(C2C3=C(Nc4ncnn42)c2ccccc2CC3)cc(OC)c1OC (stereo unspecified)	-0.85	0.05	-0.18	-0.013	18*	17*	60*	-0.1%	-0.28	784	-0.3%	135*	808*	3%	6%	i	72
25	COc1ccc(Nc2nc(OC)nc(N3CCN(c4ccc(OC)cc4)CC3)n2)cc1	-0.6	-0.025	0.38	0.34	2.7	3.0	14	.	-0.17	1186	0.2%	0.8	941	1%	1%	i	0

# Not a hit list; any-hit rate near 2.9%.
